Giardia kill: kills Giardia lamblia; Giardia lamblia trophozoite viability; activity change, % at 7.66 µM, hits read low; hit rate 0.15% among 340,000; AID 540267; in the data active = activity change below about -80%; inconclusive = between about -30% and that limit;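 note: parasites exposed to compound for two days anaerobically before the ATP read; % is set by controls: 0 for no effect and ±100 for the full control effect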
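Anaerobic 48 hrs incubation at 37 deg C of 100 trophozoites/well with test compounds; ATPLite 1-Step luminescence, 15-30 min RT, reports cellular ATP as viability.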
MLL CXXC-DNA inh: MLL CXXC-DNA interaction inhibition | Q03164 | MLL-CXXC / FITC-HOXA9 DNA fluorescence polarization | Potency, µM (series often up to 115 µM), inactives show at the highest dose activity change, negative = inhibition, most hits filed as inhibitors | hit rate 0.037% among 290,000 | AID 2662; active = well fitted inhibition curve with a large enough effect in the polarisation, with a control signal flat, not every such curve was filed as active; inconclusive = small, poorly fitted or top-dose-only effect, or effect the other way, or a change in a side signal; inactive = no such curve, though single readings can be large or run the other way; the % refers to the polarisation; note: potency is the fitted concentration of half-maximal effect
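Steps: dispense CXXC domain solution (7 uM) → pin compounds or unlabeled HOX-A9 DNA control → 5 min ambient → add FLSN-HOX-A9 solution (50 nM) → spin → 30 min ambient → fluorescence polarization. Tris pH 7.5/NaCl/DTT/BSA buffer.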
Chronic BCR inh: inhibitors of chronic active B-cell receptor signaling; ABC-DLBCL IkBa-CBG/CBR reporter, luminescence ratio, 4 h; Potency, µM (doses to about 46.1 µM), inactives show top-dose ratio change, negative = lower green/red ratio, hits mostly inhibitors; hit rate 0.05% among 340,000; active = well fitted inhibition curve with a large enough effect in the signal ratio, with a control signal flat, not every such curve was filed as active; inconclusive = small, poorly fitted or top-dose-only effect, or effect the other way, or a change in a side signal; the % refers to the signal ratio;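 note: potency is the fitted concentration of half-maximal effect; plate controls were basal doxycycline-induced cells for no effect and cells given 10 µM MG132 for full effect; MG132 reads +100%, hits lower the ratio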
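Doxycycline induced both beetle luciferases in TMD8 lymphoma cells; IKK-driven degradation limits the IkappaBalpha-fused green signal, while red luminescence normalises for cell number and nonspecific effects. Compounds tested up to 46 uM, 4 hrs.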
TCR act: T cell receptor activation; 330,000 tested, under 10 active; Potency, µM (titrated, usually from 9.22 µM), inactives show at the highest dose activation of IL-2 secretion, hits mostly activators; primary human leukocytes, anti-CD3, IL-2 HTRF, 48 h; AID 504894; note: % of control where 0% means no effect
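Human primary leukocytes + a-CD3 beads + cpd, 48 hr; IL-2 in supernatant by HTRF (ex 320nm / em 665nm). No co-stimulatory signal supplied.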
FBPA coupling cs: coupling enzyme interference in Giardia aldolase counter-screen; coupling enzyme system counterscreen, AmpLite Red fluorescence; hit rate 0.67% among 290,000; activity change, negative = inhibition, % at 58.2 µM, hits read low; in the data active = activity change below about -30%; note: % is set by controls: 0 for no effect and ±100 for the full control effect
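Compounds tested against the coupling enzymes alone at 57.5 uM final; readout was AmpLite Red fluorescence (525/598 nm) after 20 min at RT.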
GALK inhibitor: blocks human galactokinase activity. Potency, µM (highest dose often 57.5 µM), inactives show at the highest dose activity change, negative = inhibition, actives largely listed as inhibitors. Purified GALK, Kinase-Glo residual ATP luminescence. hit rate 0.007% among 270,000; note: potency is the fitted concentration of half-maximal effect; % is set by controls: 0 for no effect and ±100 for the full control effect
Target sequence (P51570 whole entry, looked up): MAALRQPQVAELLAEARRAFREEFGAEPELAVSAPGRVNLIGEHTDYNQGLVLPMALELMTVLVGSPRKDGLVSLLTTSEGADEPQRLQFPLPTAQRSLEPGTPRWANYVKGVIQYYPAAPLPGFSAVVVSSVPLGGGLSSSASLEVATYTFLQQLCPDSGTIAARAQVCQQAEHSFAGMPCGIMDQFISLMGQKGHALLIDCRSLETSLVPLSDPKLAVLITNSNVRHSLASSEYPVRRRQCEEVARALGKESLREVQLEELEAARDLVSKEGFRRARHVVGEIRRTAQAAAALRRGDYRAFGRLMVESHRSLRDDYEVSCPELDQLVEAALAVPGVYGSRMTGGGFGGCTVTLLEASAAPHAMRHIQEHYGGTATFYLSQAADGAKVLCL
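5 nM enzyme, 35 uM ATP, 100 uM galactose, 20 mM HEPES pH8.0, 5 mM MgCl2; 1 h RT; residual ATP by Kinase-Glo Plus luminescence, qHTS format.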
TSHR antag: antagonists of human thyroid stimulating hormone receptor; P16473; TSHR-expressing cells, TSH-stimulated cAMP HTRF, 2 h; hits give low values; activity change, negative = inhibition, % at 11.5 µM; hit rate 0.2% among 330,000; AID 504810;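 active = activity change below a set negative limit, meaning inhibition stronger than a set level, cut at about -70% in these data; inconclusive = activity change between two set negative limits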; note: % is set by controls: 0 for no effect and ±100 for the full control effect
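Competitive HTRF cAMP read-out (cryptate anti-cAMP antibody, cAMP-d2; 30 min, room temperature) in freshly harvested TSHR cells. Compounds added before TSH at EC80 (4nM final), followed by 2 hours' incubation at 37 deg C.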
AT treatment: potential ataxia-telangiectasia treatment; […] A-T fibroblasts, KAP-1 phosphorylation AlphaLISA; neocarzinostatin DNA damage 30 min before lysis; Potency, µM (top dose mostly 57.5 µM), without a hit: top-dose activation, usual class: activators; hit rate 0.19% among 320,000; AID 485349; note: potency is the fitted concentration of half-maximal effect; % of control where 0% means no effect; nearly all actives have a fitted effect of over 45% in size
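hTERT-immortalized A-T patient fibroblasts ([…]), 500 cells/well in OPTI-MEM, 1% FBS, got compounds for 60 min, then NCS for 30 min at 37C. Lysates were then assayed for phospho-KAP-1 by AlphaLISA (anti-pKAP1 donor, anti-KAP1 acceptor beads), 6 hr at 25C.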
Tb PFK block: T. brucei PFK enzyme inhibition | hit rate 0.17% among 330,000 | O15648 | T. brucei PFK, ADP-Glo luminescence | Potency, µM (titrated, usually from 57.5 µM), inactives show top-dose activity, negative = inhibition, most hits filed as inhibitors;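 note: potency is the fitted concentration of half-maximal effect; 0% = uninhibited 1x PFK enzyme wells and -100% = no-enzyme wells; nearly all actives have a fitted effect of over 60% in size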
Target sequence (O15648 whole entry, looked up): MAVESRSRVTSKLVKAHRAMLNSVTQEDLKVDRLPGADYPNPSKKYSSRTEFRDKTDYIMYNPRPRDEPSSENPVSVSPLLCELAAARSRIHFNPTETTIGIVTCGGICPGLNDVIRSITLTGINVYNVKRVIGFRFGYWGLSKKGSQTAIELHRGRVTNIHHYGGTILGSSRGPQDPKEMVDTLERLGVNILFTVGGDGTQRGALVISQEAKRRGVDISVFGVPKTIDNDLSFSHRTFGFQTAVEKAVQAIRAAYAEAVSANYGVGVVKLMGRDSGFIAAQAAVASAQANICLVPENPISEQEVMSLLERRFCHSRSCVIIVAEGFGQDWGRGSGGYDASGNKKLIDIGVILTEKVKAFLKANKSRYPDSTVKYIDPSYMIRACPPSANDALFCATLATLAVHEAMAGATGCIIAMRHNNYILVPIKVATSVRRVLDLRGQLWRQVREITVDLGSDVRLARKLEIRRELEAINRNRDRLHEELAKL
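In TEA buffer at pH 8.0 with 5 mM MgCl2, enzyme (1.25 nM) converted F6P (0.5 mM) and ATP (0.1 mM) for 45 min at room temperature. ADP product was read by luciferase luminescence.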
KCNH2 WT inh: inhibitors of human wildtype KCNH2 potassium channel; Q12809; U2OS, BacMam KCNH2, thallium flux FluxOr; hits give low values; activity change, % at 1.84 µM; hit rate 0.37% among 340,000;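 active = maximum activity change below -70%; inconclusive = maximum activity change between -70% and -50%; inactive = maximum activity change above -50%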; note: % is set by controls: 0 for no effect and ±100 for the full control effect
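U2OS cells were transduced with wild-type KCNH2 virus (2.03 x 10^8 / mL) for 4 h at room temperature, then cultured overnight at 37 C. Thallium flux was read with FluxOr dye. Rate constants were normalized to DMSO controls.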
* = called active by the depositor; ? = inconclusive; . = no result given; [ ] = dose if it differs, or a comment. Unless noted, calls come from the whole dose curve; as a rule, active = well fitted curve in the direction sought with a large enough effect; inconclusive = small, poorly fitted or top-dose-only effect, or another doubt; inactive = no such curve, though single readings can be large; an effect the other way counts as inactive or inconclusive.

SMILES | Giardia kill | MLL CXXC-DNA inh | Chronic BCR inh | TCR act | FBPA coupling cs | GALK inhibitor | TSHR antag | AT treatment | Tb PFK block | KCNH2 WT inh
CCn1cc(C2=NCCO2)c2ccccc21 | 16 | -5% | ? | 0% | 2 | 3% | 16 | -9% | 1% | 5
NC(=O)c1ccc(NC(=O)COC(=O)/C=C/c2ccc3c(c2)OCO3)cc1 | -15 | -6% | 7% | -1% | 3 | -2% | 18 | -9% | 1% | -4
CCCCN(C)CCCN1C(=O)C2C(C(=O)Nc3cccc(OC)c3)C3C=CC2(O3)C1C(=O)NC1CCCCC1C (stereo not drawn) | -8 | 16% | 1% | -4% | 1 | -2% | -1 | 6% | 0% | -7
c1ccc(-c2nnc(SCc3nnc(-c4cccs4)o3)o2)cc1 | 5 | 3% | ? | 3% | 3 | 1% | -8 | . | -5% | 2
C=CCn1c(Cc2c[nH]c3ccccc23)nnc1SCC(=O)NCc1ccccc1 | 11 | 2% | 0% | -1% | 1 | . | 8 | 9% | -3% | -3
COC(CNC(=O)C(=O)Nc1ccc2c(c1)N(S(=O)(=O)c1cccs1)CCC2)OC | -3 | . | ? | -2% | . | . | -12 | 9% | 2% | -4
CCOC(=O)CN(C(=O)CSc1nnc(CNc2ccc(C)cc2C)n1CC)c1ccccc1 | -17 | ? | 3% | 4% | 2 | 2% | 10 | -4% | -7% | 2
c1ccc(C2=Nc3ccccc3OC2)cc1 | -14 | 2% | ? | -1% | 0 | -1% | 9 | -1% | 2% | 15
COc1ccc(S(=O)(=O)N2CCC(C(=O)NCCC(=O)Nc3nccs3)CC2)cc1 | 6 | 4% | 0% | -2% | 2 | 2% | 3 | 3% | 1% | 2
Nc1nc(NCCCN2CCOCC2)nc(Nc2cccc(Cl)c2)c1[N+](=O)[O-] | 1 | -5% | -11% | 3% | -1 | -2% | 5 | 3% | -5% | 3
CN(Cc1ccccc1)C(=O)N[C@@H](Cc1ccccc1)C(=O)O | -3 | -6% | 3% | 0% | 0 | 2% | 0 | 1% | 0% | 1
CCOC(=O)c1cccc(NC(=O)CS(=O)(=O)Cc2nc(-c3cccc(OC)c3)oc2C)c1 | 28 | 13% | -6% | 1% | 0 | -2% | 6 | 1% | ? | 7
CCCOc1cccc(C(=O)NCCNC(=O)c2ccco2)c1 | 19 | -3% | -1% | -3% | 1 | 8% | 2 | 0% | 2% | -5
O=C(/C=C1\SC(=O)NC1=O)Nc1ccc(F)cc1 | -18 | 13% | ? | . | 1 | -9% | -8 | -2% | -3% | 6
O=C(Cn1c(-c2ccc(Cl)cc2)noc1=O)N1CCN(c2ccccc2F)CC1 | 2 | 6% | 1% | -5% | 0 | 2% | -7 | 3% | 4% | -3
CCC1COC(c2cccn2Cc2ccc(Cl)cc2)=N1 (stereo not drawn) | -11 | 4% | 4% | -1% | 3 | 1% | 4 | ? | -1% | 4
O=C(O)C1CCC(N2C(=O)c3c(Cl)c(Cl)c(Cl)c(Cl)c3C2=O)CC1 (stereo not drawn) | . | -10% | 5% | . | 3 | 5% | -3 | -4% | -17% | .
Cc1c(C(=O)NC2CC2)oc2ccccc12 | -14 | . | ? | 9% | . | . | -4 | -7% | -4% | -6
O=C(CCCN1C(=O)/C(=C/c2cccc(Br)c2)SC1=S)Nc1cccnc1 | -6 | -4% | ? | 6% | -1 | -1% | -1 | -7% | 3% | -17
CSc1cccc(NC(=S)N(CCC(C)C)C2CCN(C(C)C)CC2)c1 | 7 | -4% | -1% | -5% | 4 | 0% | 8 | -2% | 1% | -8
COc1ccccc1OCCC(=O)Nc1cccc(S(=O)(=O)N2CCOCC2)c1 | -5 | . | 4% | 1% | . | . | -3 | 17% | 1% | -3
Cn1c(/C=C/c2ccccc2[N+](=O)[O-])nc2ccccc2c1=O | -4 | ? | 0% | -3% | -4 | -2% | -7 | 0% | 2% | -3
CC(C)c1ccc(CCNC(=O)c2ccc([N+](=O)[O-])cc2)cc1 | -1 | 2% | -20% | 0%[46.1 µM] | 5 | 0% | 3 | 6% | -1% | -9
CCCc1nnc(NC(=O)NCCN2C(=O)C3C4C=CC(C4)C3C2=O)s1 (stereo not drawn) | -3 | 21% | ? | -1%[46.1 µM] | -7 | -2% | 25 | 9% | -30% | -10
O=C(NC1CCCCC1)C(c1cccs1)N(Cc1cccs1)C(=O)c1cccs1 (stereo not drawn) | -14 | 2% | 11% | 2%[46.1 µM] | 4 | -2% | -42 | . | 1% | 6
CCOC(=O)C[n+]1c(C)ccc2c1CCC2 | -5 | -5% | 4% | -4%[46.1 µM] | -1 | -2% | -6 | -8% | -5% | -7
CCn1nc(NC(=O)c2ccccc2)c2cc3cccc(C)c3nc21 | -1 | 4% | -6% | -1% | 2 | 4% | -10 | 22µM* | 1% | -3
Cc1cccc(C)c1NC(=O)CCc1nnc2ccc(N3CCCC3)nn12 | 5 | 6% | -1% | -5% | . | -6% | -3 | 10% | 1% | -7
CCCCc1ccc(NC(=S)NCc2ccccc2OC)cc1 | -10 | -12% | 4% | 1% | 1 | -2% | -16 | 11% | -4% | 0
Cc1ccc(NC(=O)CS(=O)Cc2nc(-c3ccc(C)cc3)oc2C)cc1 (stereo not drawn) | -15 | 0% | -16% | 0% | -1 | 2% | -2 | -4% | 2% | 8

Shown as labelled records: entries from further up
O=C(NC1CCCCC1)C(c1cccs1)N(Cc1cccs1)C(=O)c1cccs1 (stereo not drawn)
  Giardia kill = -14
  MLL CXXC-DNA inh = 2%
  Chronic BCR inh = 11%
  TCR act = 2%[46.1 µM]
  FBPA coupling cs = 4
  GALK inhibitor = -2%
  TSHR antag = -42
  AT treatment = .
  Tb PFK block = 1%
  KCNH2 WT inh = 6
CCOC(=O)C[n+]1c(C)ccc2c1CCC2
  Giardia kill = -5
  MLL CXXC-DNA inh = -5%
  Chronic BCR inh = 4%
  TCR act = -4%[46.1 µM]
  FBPA coupling cs = -1
  GALK inhibitor = -2%
  TSHR antag = -6
  AT treatment = -8%
  Tb PFK block = -5%
  KCNH2 WT inh = -7
CCn1nc(NC(=O)c2ccccc2)c2cc3cccc(C)c3nc21
  Giardia kill = -1
  MLL CXXC-DNA inh = 4%
  Chronic BCR inh = -6%
  TCR act = -1%
  FBPA coupling cs = 2
  GALK inhibitor = 4%
  TSHR antag = -10
  AT treatment = 22µM*
  Tb PFK block = 1%
  KCNH2 WT inh = -3
Cc1cccc(C)c1NC(=O)CCc1nnc2ccc(N3CCCC3)nn12
  Giardia kill = 5
  MLL CXXC-DNA inh = 6%
  Chronic BCR inh = -1%
  TCR act = -5%
  FBPA coupling cs = .
  GALK inhibitor = -6%
  TSHR antag = -3
  AT treatment = 10%
  Tb PFK block = 1%
  KCNH2 WT inh = -7

The list continues.
SMILES | Giardia kill | MLL CXXC-DNA inh | Chronic BCR inh | TCR act | FBPA coupling cs | GALK inhibitor | TSHR antag | AT treatment | Tb PFK block | KCNH2 WT inh
COc1ccc(NC(=O)CSc2nncs2)cc1OC | -18 | 0% | -2% | -4% | 3 | 1% | 0 | 1% | 0% | -2
Cc1nnc(NC(=O)CSc2ccc([N+](=O)[O-])cn2)s1 | 10 | 5% | 0% | 3% | 3 | 9% | 10 | 0% | -4% | 12
CCOC(=O)c1ccc(NC(=O)c2nc(SC)ncc2Cl)cc1 | -11 | 12% | -5% | 0% | -2 | . | -5 | 46% | 0% | 20
COc1ccc(CCNC(=O)c2ccc(CNc3nc(=S)[nH]c4ccccc34)cc2)cc1OC | 14 | -2% | ? | 2% | 2 | 17% | -9 | -3% | 1% | 5
Cc1nc(-c2ccccc2)sc1-c1nc(-c2ccncc2)ncc1S(=O)(=O)c1ccccc1 | -4 | 1% | ? | -1% | -1 | 0% | -4 | -2% | -2% | 9
CC1(C)Cc2c(sc(NC(=O)c3ccc4c(c3)OCCO4)c2C(N)=O)C(C)(C)N1 | -4 | 6% | 0% | -3% | . | 1% | 14 | 2% | 0% | -3
CC1CCCCN1CCCNc1c(C=O)c(=O)[nH]c2ccccc12 (stereo not drawn) | 6 | -4% | -19% | -3% | -2 | 0% | -10 | 6% | 3% | -1
CCC(=O)Nc1cccc(NC(=S)NC(=O)c2ccccc2Cl)c1 | -1 | -19% | ? | 1% | 0 | -4% | -13 | -2% | -2% | -15
COc1cc(NC(=O)CSc2nc(C)c(C)c(C)n2)c(C)cc1[N+](=O)[O-] | 9 | -8% | 20% | 5%[46.1 µM] | 0 | 1% | -4 | 9% | 6% | -7

Screens deposited in PubChem BioAssay by National Center for Advancing Translational Sciences (NCATS).

Outcome played no part in choosing rows, and some 1.6% of all compounds hit somewhere here.
